G9a block: blocks human histone lysine methyltransferase G9a; AID 504332; 350,000 tested, 8.8% active; Q96KQ7; Potency, µM (series often up to 102 µM), for inactives: at the top dose activity, negative = inhibition, usual class: inhibitors; G9a H3K9 monomethylation, AlphaScreen, 2 h; also: % is scaled to controls: 0 for no effect and ±100 for the full control effect; nearly all actives have a fitted effect of over 75% in size
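G9a (20 nM) was preincubated 15 min with compound, then reacted 2 h at room temperature with 500 nM biotin-H3K9 peptide and 20 µM SAM. Monomethyl-H3K9 detected by AlphaScreen using anti-H3K9me1 antibody.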
Tb PGK inh: blocks T. brucei phosphoglycerate kinase | 380,000 tested, 0.043% active | PGK/GAPDH coupled, Kinase-Glo luminescence, 60 min | P07378 | Potency, µM (highest dose often 57.5 µM), inactives show at the highest dose activity change, negative = inhibition, actives largely listed as inhibitors; also: % is scaled to controls: 0 for no effect and ±100 for the full control effect; nearly all actives have a fitted effect of over 60% in size
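Luminescent ATP detection (Kinase-Glo Plus) follows a 60-minute room-temperature incubation, with wells lacking PGK as controls. Buffer: 100 mM TEA (pH 7.6), 5 mM MgCl2, 0.01% Tween-20. Coupling enzyme GAPDH (100 nM final) supplies unstable 1,3-BPG in-well.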
GLS inhibitor: glutaminase GLS (human) inhibition. AID 624170. 410,000 tested, 0.21% active. Potency, µM (doses to about 45.5 µM), for inactives: at the top dose activity change, negative = inhibition, most hits filed as inhibitors. GLS enzymatic activity, qHTS titration. O94925; also: % is scaled to controls: 0 for no effect and ±100 for the full control effect
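hKGA in 45 mM KH2PO4 (pH 8.2), 0.02% Tween-20 with compound, then 1mM L-Glutamine (stock as added) plus glutamate oxidase/HRP/Amplex red coupling mix. Fluorescence read initially and after 30 min at RT; signal change reflects glutamate formation.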
HP1b binding inh: inhibitors of HP1-beta chromodomain binding to methylated histone tails; AlphaScreen HP1-beta / biotin-H3K9me3 peptide binding; Potency, µM (highest dose often 114 µM), inactives show top-dose activity change, negative = inhibition, most hits filed as inhibitors; 390,000 tested, 0.56% active; also: nearly all actives have a fitted effect of over 70% in size; inactives centre near 23
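Compound inhibition of the preformed complex between 50 nM HP1-beta and 50 nM biotinylated H3K9me3 peptide was read by AlphaScreen. Buffer was PBS pH 7.4 with 0.01% Tween-20. Incubations ran 30 min at room temperature, with 10 ug/mL donor/acceptor beads.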
POLI inh: inhibitors of human DNA polymerase iota; Q9UNA4; Pol iota fluorescent replication assay, 10 min; Potency, µM (highest dose often 115 µM), without a hit: at the top dose activity, negative = inhibition, most hits filed as inhibitors; 390,000 tested, 1% active; AID 588590
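Pol iota at 10 nM preincubated 15 min with compounds at room temperature; reaction started with fluorescent substrate, 50 nM final. Fluorescence read kinetically at 0 and 10 min; buffer-only wells as negative control.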
Pin1 inhibitor: blocks the human prolyl isomerase Pin1; Pin1 FP peptide displacement, HiFluor488, 10 min; Potency, µM (doses to about 115 µM), for inactives: at the top dose activity, negative = inhibition, hits mostly inhibitors; 390,000 tested, 0.009% active; active = well fitted inhibition curve with a large enough effect in the polarisation, with a control signal flat, not every such curve was filed as active; inconclusive = small, poorly fitted or top-dose-only effect, or effect the other way, or a change in a side signal; inactive = no such curve, though single readings can be large or run the other way; the % refers to the polarisation; also: % is scaled to controls: 0 for no effect and ±100 for the full control effect
BLM helicase inh: blocks DNA unwinding by human BLM helicase. recombinant BLM DNA unwinding, fluorescence dequenching. AID 2528. Potency, µM (doses to about 56.1 µM), for the others: at the top dose activity change, negative = inhibition, actives largely listed as inhibitors. 350,000 tested, 0.2% active. P54132;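 also: plate controls were vehicle for no effect and no enzyme for full effect; nearly all actives have a fitted effect of over 35% in size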
Target sequence (P54132 whole entry, looked up): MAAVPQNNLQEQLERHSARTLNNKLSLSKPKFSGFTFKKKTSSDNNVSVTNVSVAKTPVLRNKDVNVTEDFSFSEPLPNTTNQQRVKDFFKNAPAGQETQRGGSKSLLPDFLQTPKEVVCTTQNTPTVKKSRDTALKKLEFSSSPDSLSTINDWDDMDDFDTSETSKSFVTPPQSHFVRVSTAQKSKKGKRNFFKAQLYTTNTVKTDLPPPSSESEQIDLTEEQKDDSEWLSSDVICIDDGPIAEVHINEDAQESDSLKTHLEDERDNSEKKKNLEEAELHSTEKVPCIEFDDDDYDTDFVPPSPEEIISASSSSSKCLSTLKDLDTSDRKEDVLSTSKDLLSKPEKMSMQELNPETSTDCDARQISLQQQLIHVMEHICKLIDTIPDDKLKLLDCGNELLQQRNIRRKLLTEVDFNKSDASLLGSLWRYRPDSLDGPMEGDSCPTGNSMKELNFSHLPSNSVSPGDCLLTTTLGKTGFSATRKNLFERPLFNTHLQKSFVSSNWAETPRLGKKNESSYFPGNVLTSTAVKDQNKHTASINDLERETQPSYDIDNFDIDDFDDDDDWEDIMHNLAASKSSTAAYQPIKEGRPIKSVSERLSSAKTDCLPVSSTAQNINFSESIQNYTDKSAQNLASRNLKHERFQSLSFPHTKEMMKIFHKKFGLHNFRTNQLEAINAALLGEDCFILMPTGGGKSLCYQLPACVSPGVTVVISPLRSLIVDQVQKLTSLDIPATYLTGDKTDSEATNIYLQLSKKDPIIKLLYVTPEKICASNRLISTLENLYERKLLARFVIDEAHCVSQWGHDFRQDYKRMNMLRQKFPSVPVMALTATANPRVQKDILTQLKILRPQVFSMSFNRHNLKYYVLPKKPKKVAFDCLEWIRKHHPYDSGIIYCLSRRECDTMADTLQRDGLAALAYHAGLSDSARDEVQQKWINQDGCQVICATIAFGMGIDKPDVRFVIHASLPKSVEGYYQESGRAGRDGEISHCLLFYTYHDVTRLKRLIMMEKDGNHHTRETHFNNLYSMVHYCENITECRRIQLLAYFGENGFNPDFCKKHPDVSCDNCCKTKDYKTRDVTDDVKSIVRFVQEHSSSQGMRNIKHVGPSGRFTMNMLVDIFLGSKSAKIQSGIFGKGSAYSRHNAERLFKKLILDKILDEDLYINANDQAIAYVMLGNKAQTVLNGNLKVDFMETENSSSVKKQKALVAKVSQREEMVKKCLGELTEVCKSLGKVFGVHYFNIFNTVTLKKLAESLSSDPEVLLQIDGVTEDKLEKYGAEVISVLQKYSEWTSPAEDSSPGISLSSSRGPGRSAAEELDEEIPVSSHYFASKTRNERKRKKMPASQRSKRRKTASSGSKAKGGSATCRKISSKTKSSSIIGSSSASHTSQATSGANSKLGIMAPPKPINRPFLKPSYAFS
BAZ2B inh: blocks human BAZ2B. AlphaScreen BAZ2B-H3K14Ac peptide displacement. Potency, µM (highest dose often 114 µM), without a hit: at the highest dose activity change, negative = inhibition, hits mostly inhibitors. 360,000 tested, 4.4% active; also: % is scaled to controls: 0 for no effect and ±100 for the full control effect; nearly all actives have a fitted effect of over 60% in size
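Multi-concentration screen (max 110 uM) measuring displacement of acetylated histone H3 peptide from BAZ2B by AlphaScreen, using 50 nM protein, 50 nM peptide and 10 ug/mL streptavidin donor plus Ni-chelate acceptor beads.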
JMJD2A Tudor: JMJD2A Tudor domain (human) inhibition; O75164; AlphaScreen JMJD2A-Tudor / H3K4me3 peptide binding; Potency, µM (titrated, usually from 114 µM), inactives show at the highest dose activity change, negative = inhibition, usual class: inhibitors; 390,000 tested, 4.4% active; AID 504339; also: % is scaled to controls: 0 for no effect and ±100 for the full control effect; nearly all actives have a fitted effect of over 50% in size
* hit, by the source's call; i = inactive; ? = inconclusive; . = no result given; [ ] = remark or other dose. Unless noted, calls follow the shape of the dose curve; as a rule, active = well fitted curve in the direction sought with a large enough effect; inconclusive = small, poorly fitted or top-dose-only effect, or another doubt; inactive = no such curve, though single readings can be large; an effect the other way counts as inactive or inconclusive. Potency is read from the fitted curve at half-maximal effect. Some of the compounds tested; the hit share may differ from the screen's.

SMILES,G9a block,Tb PGK inh,GLS inhibitor,HP1b binding inh,POLI inh,Pin1 inhibitor,BLM helicase inh,BAZ2B inh,JMJD2A Tudor
CCN1CCN(Cc2ccc(NC(=O)c3ccc(C)c(NC(=O)c4cc(-c5ccc(Br)cc5)n[nH]4)c3)cc2C(F)(F)F)CC1,?,-1%,3%,-12%,-24%,0%,-4%,?,?
CCOC(=O)c1ccc(NC(=O)N2CCN(CCc3ccccc3)CC2)cc1,23%[12.7 µM],-10%,0%,-5%,1%,-7%,-3%,7%,-15%
COc1ccc(N(CC(=O)NCc2ccccc2)C(=O)Cn2nnc(-c3ccccc3F)n2)cc1OC,1%,0%,0%,24%,27%,1%,-3%,1%,-14%
Cc1c(C(=O)O)oc2ccc(S(=O)(=O)N(CC(C)C)CC(C)C)cc12,-12%[12.7 µM],-5%,-3%,32%,13%,0%,-1%,10%,-15%
CCN1C(=O)[C@H]2[C@@H](c3ccc(-c4cccc(Cl)c4)c(OC)c3)N3CCCC[C@@]3(C(=O)OC)[C@H]2C1=O,.,i,-35%,41%[activator],6%,-1%,.,.,-9%
Cc1nc2c3ccccc3nc(NNC(=O)CCC(=O)NCCC(C)C)n2n1,50µM*,-7%,?,37%,168%[activator],-9%,-14%,-1%,8%
COc1cc(C)c(NC(c2ccccc2)c2ccccc2)cc1OC,28µM*,-5%,?,?,86%[activator],3%,-7%,40µM*,45µM*
COc1cc2oc(=O)ccc2cc1-c1c(OC)ccc2ccc(=O)oc12,.,i,3%,29%,18%,-4%,.,.,-12%
Cc1ccc(C(=O)c2coc3ccc(O)c(CN(C)C)c23)cc1,.,-8%,29%,24%,14%,-5%,3%,0%,-2%
O=C(COC(=O)C1C2CC3OC(=O)C1C3C2)Nc1ccc(Cl)cc1 (stereo unspecified),-5%[59 µM],i,-11%,-6%,12%,-3%,-2%,1%,-10%
COc1ccc2[nH]c3c(c2c1)CCN1C(=O)C(CC(=O)NCc2ccc(OC)c(OC)c2)C[C@H](C(=O)N2CCCCC2)[C@@]31CCc1ccccc1 (stereo partly specified),.,3%,10%,-7%,13%,?,.,.,?
Cc1ccc(CNC(=O)c2cc(S(=O)(=O)N3CCCCC3)cn2C)cc1,-19%[59 µM],-3%,-15%,-4%[57 µM],-18%,15%,0%,-6%,-23%
N#Cc1ccc(COC(=O)c2cnc(Cl)c(Cl)c2)cc1,-12%,3%,0%,18%,49%[activator],-6%,0%,0%,4%
COc1ccc(NC(=O)c2ccc(NS(=O)(=O)c3cccc4cccnc34)cc2)cc1,10%[2.33 µM],-10%,-3%,83%[activator],0%,6%,-6%,-14%,-22%
CCOc1ccc(N(CC(=O)N2CCOCC2)S(=O)(=O)c2ccc(SC)cc2)cc1,-12%,8%,2%,12%,113%[activator],-2%,0%,0%,-5%
Cc1ccc(/C=N/n2c(-c3ccc(Cl)cc3)n[nH]c2=S)o1,.,8%,-25%,35%,-1%,22%,-3%,-11%,?
CCN(CC)S(=O)(=O)c1ccc(OC(C)C)c(NC(=O)c2c3c(nc4ccccc24)CCN(Cc2ccccc2)C3)c1,-3%,0%,21%,15%,-2%,54%[activator],-5%,-8%,-27%
CC(C)(C)n1cnc2cc(NCc3ccc(Br)cc3)ccc21,50µM*,-7%,-15%,?,30%[activator],-11%,-3%,32µM*,20µM*
COc1ccc(S(=O)(=O)N2CCCC2CNC(=O)C(=O)NCCc2ccccc2)cc1 (stereo unspecified),-55%,i,1%,15%,30%,-3%,.,11%,-22%
N#Cc1ccc(N[C@@H]2CCN3C(=O)c4ccccc4[C@@H]3C[C@H]2O)cc1,.,9%,13%,26%,?,2%,.,.,-13%
COc1ccc(CNC(=O)C[C@H]2C[C@H](C(=O)N3CCCCC3)[C@@]3(C)c4[nH]c5ccc(Cl)cc5c4CCN3C2=O)cc1OC,.,-3%,3%,-7%,27%,-5%,.,.,56µM*
Cc1cc(=O)[nH]c2c1c(C)nn2C1CCCC1,-2%[59 µM],-2%,-2%,25%,-11%[58.9 µM],-1%,2%,-1%,-6%
CN(C)CCCNc1oc(-c2ccc(Cl)cc2)nc1S(=O)(=O)c1ccccc1,.,-4%,-1%,14%,-10%,0%,.,.,-23%
COc1ccc(NC(=O)C(=O)NCCc2csc(-c3ccc(Cl)cc3)n2)cc1OC,8%[59 µM],-8%,-10%,23%[57 µM],15%,-2%,2%,-2%,0%
CC(=O)N1c2ccc(S(=O)(=O)NCC3CCC(C(=O)Nc4ncccc4C)CC3)cc2CC1C (stereo unspecified),76%[activator],-6%,-3%,1%,24%,-10%,2%,-23%,-18%
S=C(NCCc1ccccc1)Nc1ccc(Br)cn1,7.1µM*,6%,-2%,11%,102%[activator],8%,-11%,?,-5%
O=C(CCCCCN1C(=O)[C@@H]2Cc3ccccc3CN2C1=O)Nc1ccccc1Cl,-5%,i,2%,39%[activator],11%,0%,-5%,-7%,11%
COC(=O)CSc1nnc(NC(=O)C2CC(=O)N(c3ccc(F)cc3)C2)s1 (stereo unspecified),40µM*,-4%,0%,20%,?,3%,-8%,1%,-28%
COc1ccccc1N1CCN(C(=O)Cc2c(C(=O)O)c(C)cn2C)CC1,-1%[59 µM],-8%,8%,13%,10%,-12%,2%,-6%,-28%
CN=C(Nc1ccccc1)SC1CC(=O)N(c2ccc(C(=O)OC)cc2)C1=O (stereo unspecified),-30%[59 µM],-6%,2%,38%,3%,4%,-9%,23%,-14%
CCCCOCCCn1cnc2c([nH]c3cc(OC)ccc32)c1=O,-3%,i,0%,19%,12%,-14%,-3%,-3%,-9%
CCN1C(=O)C2C(C1=O)N1C(c3ccccc3)C3C(=O)N(CC)C(=O)C3N1C2c1ccccc1 (stereo unspecified),-2%[59 µM],-4%,16%,11%,11%,-4%,-3%,1%,1%
Cc1cc(C)n(-c2nc3ccccc3nc2NCCc2ccccc2)n1,434%[activator],7%,1%,.,15%,12%,-4%,409%[activator],366%[activator]
CN(CC(=O)Nc1c(Cl)cccc1Cl)C(=O)Cc1cccs1,-6%[12.7 µM],-12%,-4%,33%,?,2%,.,3%,-3%
O=C(COC(=O)COc1ccc(Cl)cc1)NCCCc1ccccc1,.,-3%,28%,22%[57 µM],24%,?,.,.,-7%
Cc1cccc(NS(=O)(=O)c2cccc(C(=O)N3CCCC(C(F)(F)F)C3)c2)c1 (stereo unspecified),10%[0.501 µM],-2%,-1%,28%,13%,-2%,.,5%,-13%
CC1=CC(C)(C)N(C(=O)C(C)N2C(=O)c3ccccc3C2=O)c2ccc(C)cc21 (stereo unspecified),5%[59 µM],6%,0%,6%,-1%,-8%,-7%,4%,-15%
O=c1c(-c2ccc(Br)cc2)[n+]([O-])c2ccccc2n1OCc1ccccn1,22%[59 µM],-5%,1%,1%,84%[activator],-1%,-4%,0%,-20%[11.4 µM]
CCCC1=NCCn2cccc21,4%[59 µM],-6%,-1%,47%[activator],-13%,-16%,2%,0%,9%
COc1cc(/C=C2/SC(=O)N(Cc3ccccc3)C2=O)ccc1OCc1ccncc1,-8%[12.7 µM],i,2%,19%,8%,5%,3%,-33%,?
COC(=O)N1C(=O)[C@](CC(C)C)(c2ccccc2)N1C(=O)OC,79µM*,7%,35%[activator],69%[activator],?,-3%,-2%,-3%,-1%
COc1ccc(Cc2nnc(NC(=O)CSc3ccc(C)cc3)s2)cc1,16%[59 µM],-6%,-5%,34%,-16%,3%,0%,-4%,3%
Cc1ccc(S(=O)(=O)N(C)C)cc1NC(=O)CSc1nc2ccccc2c(=O)n1CC1CCCO1 (stereo unspecified),66%[activator],7%,10%,19%,13%,-4%,0%,0%,-3%
COc1ccccc1CN(Cc1nc2ccccc2c(=O)[nH]1)S(=O)(=O)c1ccc2ccccc2c1,-8%[59 µM],i,-4%,16%,?,34%[activator],-5%,0%,-9%
COc1ccc(CC(=O)Nc2cc(S(=O)(=O)N3CCCCC3)ccc2C)cc1,?,i,0%,35%,9%,15%,.,7%,-3%
COc1ccc(NC(=O)CN(C)C(=O)CC2CCCC2)cc1,5%,-4%,1%,2%,-13%,-2%,.,-3%,-8%
CC(CNC(=O)CCC(=O)N1CCOc2ccccc21)c1ccccc1 (stereo unspecified),-4%,9%,0%,32%,5%,6%,-2%,-38%,-3%
O=C(COc1ccccc1)N1CCNC1=O,0%[12.7 µM],i,-1%,29%,-4%,0%,0%,-6%,-1%
CCc1cccc(C)c1NC(=O)CSc1n[nH]c(-c2ccccc2)n1,6%[59 µM],-8%,-2%,18%[57 µM],14%,-5%,-5%,5%,-12%
CCc1ccc(CNC(=O)C(=O)NCC2CCCO2)cc1 (stereo unspecified),.,-7%,1%,35%,-19%,2%,1%,11%,-1%
COc1ccc(-c2cc3c(=O)n(CC(=O)NCc4cccnc4)ncn3n2)cc1,46%,0%,-12%,49%[activator],?,51%[activator],-4%,-1%,?
CCOc1nc(C)ccc1-c1noc(-c2ccccc2OC)n1,-2%[2.33 µM],-7%,0%,132%[activator],-2%,12%,-7%,27%,15%
Cc1ccc(S(=O)(=O)N(CC(=O)N/N=C/c2cccc(C)c2)c2cccc3cccnc23)cc1,16%[59 µM],-1%,-6%,24%,0%,5%,-13%,2%,-14%
Cc1ccc(NC(=O)CSc2nc(C)c(C)c(C)n2)cc1S(=O)(=O)N1CCOCC1,.,-9%,-15%,50%[activator],68%[activator],1%,.,.,-14%
CCn1ccc2c(OCC(=O)Nc3ccc(OC)cc3OC)cccc2c1=O,2%[59 µM],2%,4%,22%,5%,3%,1%,-11%,-9%
